IDE cell inh = human IDE inhibitors in live cells, primary screen, fluorescence polarization, HEK cells, FAbetaB substrate; Insulin-degrading enzyme (Homo sapiens), P14735; FAbetaB cleavage; inhibition, % at 5.59 µM; 320,000 compounds, 0.41% hits; AID 434962, 2010;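 active means percent inhibition above the average of all tested compounds plus 3 SD, set per screening campaign, cut at about 16% in these data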;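 further: IDE supplied by intact live HEK cells; FP after avidin binding of uncleaved biotin substrate so inhibition keeps polarization high; 0% = DMSO wells and 100% = 60 µM reference IDE inhibitor Ii1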
MEKK3 PB1 HTS = modulators of MEKK3-MEK5 PB1 binding, primary screen, biochemical, wildtype MEKK3, multiplex bead flow cytometry, Alexa488-MEK5. 290,000 compounds, 1.4% hits. Mitogen-activated protein kinase kinase kinase 3 (Homo sapiens), Q99759. AID 1529, 2009. bead-based flow cytometry, Alexa488-MEK5 binding to MEKK3; actives lie on both sides; 0 = blocked by unlabeled MEK5, 100 = vehicle. binding response (% of control), % at 10 µM;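 active means binding response more than 3 SD above or below the average of its plate-row segment, actives on both sides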;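 further: Alexa488 bead fluorescence after subtracting the streptavidin-only scavenger bead signal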
Target sequence (Q99759 whole entry, looked up): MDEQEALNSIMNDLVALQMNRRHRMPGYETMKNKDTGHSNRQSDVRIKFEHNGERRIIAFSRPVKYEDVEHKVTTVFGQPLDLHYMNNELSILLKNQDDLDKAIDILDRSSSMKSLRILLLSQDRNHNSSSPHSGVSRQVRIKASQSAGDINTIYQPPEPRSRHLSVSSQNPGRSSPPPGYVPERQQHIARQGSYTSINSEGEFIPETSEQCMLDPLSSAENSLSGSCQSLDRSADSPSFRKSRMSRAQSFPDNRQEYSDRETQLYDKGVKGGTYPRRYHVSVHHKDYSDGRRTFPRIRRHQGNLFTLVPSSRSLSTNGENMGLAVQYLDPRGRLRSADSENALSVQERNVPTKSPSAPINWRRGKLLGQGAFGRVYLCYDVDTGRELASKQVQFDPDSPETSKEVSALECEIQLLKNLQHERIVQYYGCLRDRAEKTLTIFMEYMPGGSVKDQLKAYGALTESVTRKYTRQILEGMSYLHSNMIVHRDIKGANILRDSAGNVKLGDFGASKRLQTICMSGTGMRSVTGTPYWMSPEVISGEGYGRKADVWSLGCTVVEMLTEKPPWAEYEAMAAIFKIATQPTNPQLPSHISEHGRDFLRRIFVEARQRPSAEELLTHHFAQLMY
PfM18AAP inh = PfM18AAP inhibitors, malaria aminopeptidase, primary screen, biochemical, QFRET, recombinant enzyme. 290,000 compounds, 1.2% hits. AID 1822, 2009. H-Glu-NHMec fluorogenic cleavage. inhibition, % at 7.35 µM. M18 aspartyl aminopeptidase (Plasmodium falciparum 3D7);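 active means inhibition above the campaign mean inhibition over all tested compounds plus 3 SD, cut at about 28% in these data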;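 further: 0% = plate median of test compound wells and 100% = 2 mM ZnCl2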
MEKK2mut PB1 HTS = MEK5 binding signal on mutant MEKK2 PB1, primary screen, biochemical, multiplex bead flow cytometry, Alexa488-MEK5 | Alexa488-MEK5 binding to MEKK2 mutant | percent response, % at 10 µM | 290,000 compounds, 0.35% hits; in the data active means percent response above about 24%, passing the limit was not always enough; further: inactives centre near 1; some results filed as inactive read as strong as hits; reference of the scale not given here
UBC9 SUMO inh = inhibitors of in vitro SUMOylation cascade, primary screen, biochemical, HTRF, uHTS; SUMO-conjugating enzyme UBC9 (Homo sapiens), P63279; HTRF SUMOylation assay, SAE1/SAE2 + UBC9; inhibition, % at 35 µM; 290,000 compounds, 0.36% hits; AID 2006, 2009; in the data active means inhibition above about 50%, passing the limit was not always enough; further: strong numbers were not always called active
Target sequence (P63279 whole entry, looked up): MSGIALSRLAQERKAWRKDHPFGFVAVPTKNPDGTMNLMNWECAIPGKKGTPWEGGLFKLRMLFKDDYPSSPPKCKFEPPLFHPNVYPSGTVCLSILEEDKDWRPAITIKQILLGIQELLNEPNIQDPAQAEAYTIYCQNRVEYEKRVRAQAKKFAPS
IDE cell activ = human IDE activators in live cells, primary screen, fluorescence polarization, HEK cells, FAbeta-B substrate; Insulin-degrading enzyme (Homo sapiens), P14735; FAbeta-B cleavage; 0% vehicle, 100% cell-free pure enzyme wells; activation, % at 5.96 µM; 340,000 compounds, 0.073% hits; AID 493087, 2011;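 active means activation above the mean of all tested compounds plus 3 SD, set per screening campaign, cut at about 17% in these data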
NALP1 yeast inh = NALP1 inflammasome inhibitors in reconstituted yeast, colorimetric, S. cerevisiae, triplicate retest. inhibition, % at 10 µM. 280,000 compounds, 0.61% hits. S. cerevisiae NALP1/ASC/caspase-1 growth, X-gal OD620, 72 h; in the data active means inhibition mostly above about 24%, no sharp cut-off; inactive means mostly below about 32%; further: some compounds called inactive have numbers as strong as hits
pCIP destab = p/CIP-EGFP fusion destabilizers, primary screen, fluorescence, F442A cells; Q05BA5; 16 h; decrease of EGFP signal, % at 10 µM; 290,000 compounds, 0.01% hits;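 active means EGFP signal decrease of at least 30% at 10 µM or well 3 SD below plate mean, unless failing retest; inactive means the rest, including hits failing retest or dose response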; further: some compounds called inactive have numbers as strong as hits; many of its hits are not listed in these tables
MEKK2wt PB1 HTS = modulators of MEK5 binding to wildtype MEKK2, primary screen, biochemical, multiplex bead flow cytometry, Alexa488-MEK5; Mitogen-activated protein kinase kinase kinase 2 (Homo sapiens), Q9Y2U5; Alexa488-MEK5 binding to MEKK2 WT; actives lie on both sides; binding response (% of control), % at 10 µM; 290,000 compounds, 1.1% hits; in the data active means binding response below about 67% or above about 130%
* hit, by the source's call; nt = not tested or not shown; [ ] = another dose, or the depositor's remark. Some of the compounds tested, so the mix of outcomes need not match the whole.

SMILES | IDE cell inh | MEKK3 PB1 HTS | PfM18AAP inh | MEKK2mut PB1 HTS | UBC9 SUMO inh | IDE cell activ | NALP1 yeast inh | pCIP destab | MEKK2wt PB1 HTS
C/C(=N\NC(=O)c1nnn(-c2nonc2N)c1-c1cccs1)c1ccc(C)cc1 | -6 | 99 | -1 | 2 | 26 | 0 | 24 | -11 | 103
CC1=C(C(=O)OCC2CCCO2)C(c2ccsc2)C2=C(CC(C)(C)CC2=O)N1 (stereo not given) | 3 | 88 | -16 | -2 | 32 | 4 | -7 | -15 | 87
C=CCn1c(SCC(=O)Nc2nc(C)cs2)nnc1C(CO)NC(=O)c1ccccc1 (stereo not given) | 3 | 102 | -2 | 1 | 13 | 4 | -3 | -7 | 100
CC1CCN(CCNC(=O)c2ccc3c(=O)n(Cc4ccc(Cl)cc4)c(=S)[nH]c3c2)CC1 | 5 | 101 | 4 | 39* | -6 | 2 | -26 | -6 | 175*
COc1ccc(-c2n[nH]c(C(F)(F)F)c2-c2cc3ccccc3o2)c(O)c1 | -2 | nt | 0 | nt | 13 | 10 | 11 | -11 | nt
O=C(Cc1cccs1)N1CCC(c2nc3c(nnn3Cc3ccccc3)c(=O)[nH]2)CC1 | 11 | 98 | 2 | 2 | -6 | -8 | -2 | -16 | 101
CC(=O)OC(C[N+]1(C)CCCCCC1)c1ccccc1 (stereo not given) | 2 | 102 | -5 | 6 | 18 | 2 | -3 | -19 | 104
COc1cccc(CNC(=O)CCC2CCCN(C(=O)c3cc(C)[nH]n3)C2)c1 (stereo not given) | 3 | 104 | 2 | -7 | 13 | 0 | 8 | -4 | 104
Cc1nc(SCCOc2ccccc2)[nH]c(=O)c1Cc1ccccc1 | 5 | 85 | -9 | -16 | -5 | 2 | -4 | -5 | 82
O=C(O)CSC1CC(=O)N(c2ccc(Cl)cc2)C1=O (stereo not given) | 0 | 105 | -2 | 6 | 22 | 4 | -16 | -7 | 108
Cc1ccc2nc3c(cc(C(=O)NCc4ccco4)c(=N)n3C3CCCC3)c(=O)n2c1 | 0 | 100 | 38* | 2 | 19 | -5 | -10 | -8 | 95
COCC(=O)N(Cc1cc2ccc(C)cc2[nH]c1=O)c1ccc(OC)cc1 | 6 | 97 | 1 | 0 | 2 | 3 | 15 | -13 | 99
Cc1ccc(C(C)NC(=O)C2CCCC2)cc1C (stereo not given) | 3 | 104 | 1 | 4 | 2 | 1 | nt | -8 | 103
CCc1c(-c2ccccc2)nc2sc3c(c2c1N)CCCC3 | -5 | 107 | -6 | 8 | 16 | -5 | 6 | 3 | 103
Cc1cccc(NC(=O)C2CCCN(S(=O)(=O)c3cccc4nsnc34)C2)n1 (stereo not given) | 7 | 103 | -2 | 6 | 10 | 0 | 1 | -8 | 105
CC(C)C(C(=O)C=[N+]=[N-])N1C(=O)c2ccccc2C1=O (stereo not given) | 3 | 103 | 2 | 7 | -2 | -1 | 3 | -6 | 103
NC1=NN=C(N2N=C(c3ccccc3)CC2(O)C(F)(F)F)n2ncnc2C1 (stereo not given) | 1 | 101 | -6 | -2 | 0 | -1 | 0 | 1 | 100
CC1SC2(NC1=O)C1CC3CC(C1)CC2C3 (stereo not given) | 1 | 99 | 10 | -5 | 0 | 3 | -2 | 11 | 93
CSC1=C(C#N)C(c2ccc(C(C)C)cc2)CC(=O)N1 (stereo not given) | -2 | 110 | -1 | 11 | 29 | 3 | -7 | -4 | 115
COc1ccc(N2CCN(CC(=O)Nc3nnc(-c4ccccc4)s3)CC2)cc1 | 4 | 102 | 1 | 5 | -4 | -1 | 10 | -6 | 106
COc1ccc(CNC(=O)C2CC(=O)N(C3CCCCC3)C2)cc1 (stereo not given) | 5 | 106 | 0 | 13 | -2 | -2 | -85 | -17 | 112
O=C1CCCN1CCCNS(=O)(=O)c1cccc(F)c1 | 5 | 99 | -1 | -3 | 8 | -1 | 10 | 5 | 97
Cc1ccc(S(=O)(=O)N(C)c2ccc(NS(C)(=O)=O)cc2)cc1 | 6 | 105 | -10 | 7 | -1 | 1 | nt | -12 | 108
COc1ccc(/C=C/C(=O)NCC(=O)N/N=C/c2cccnc2)cc1 | 1 | 102 | -3 | 4 | 7 | 5 | -3 | 5 | 103
O=C(O)c1ccccc1/C=N/NC(=O)C1CCCC1 | nt | 98 | 0 | -5 | 5 | 4 | -24 | 5 | 96

Fetched by structure from above:
SMILES | IDE cell inh | MEKK3 PB1 HTS | PfM18AAP inh | MEKK2mut PB1 HTS | UBC9 SUMO inh | IDE cell activ | NALP1 yeast inh | pCIP destab | MEKK2wt PB1 HTS
CCc1c(-c2ccccc2)nc2sc3c(c2c1N)CCCC3 | -5 | 107 | -6 | 8 | 16 | -5 | 6 | 3 | 103
Cc1ccc2nc3c(cc(C(=O)NCc4ccco4)c(=N)n3C3CCCC3)c(=O)n2c1 | 0 | 100 | 38* | 2 | 19 | -5 | -10 | -8 | 95

(more compounds)
SMILES | IDE cell inh | MEKK3 PB1 HTS | PfM18AAP inh | MEKK2mut PB1 HTS | UBC9 SUMO inh | IDE cell activ | NALP1 yeast inh | pCIP destab | MEKK2wt PB1 HTS
CCCNC(=O)NC(=O)COC(=O)c1oc2ccc(OCC)cc2c1C | 2 | 104 | 1 | 4 | 15 | -1 | 4 | -6 | 106
Cc1cc(Cl)ccc1NC(=O)CCC(=O)O | -2 | 135* | -4 | 1 | -13 | 0 | 20 | -2 | 108
CCCCNc1c(C(=O)OCC)c(=O)[nH]c2ccccc12 | 2 | 102 | -9 | 1 | 30 | 2 | 26 | 2 | 98
CC(C)(C)N(Cc1ccccc1)C(=O)c1ccc2c(c1)OCCO2 | 1 | nt | -13 | nt | 0 | 6 | 6 | -2 | nt
COc1ccccc1NC(=O)c1sc(NC(=O)c2ccco2)c(C#N)c1C | 2 | 101 | -6 | 2 | 16 | -3 | 14 | 0 | 102
COc1ccccc1NC(=O)c1ccc(Cl)c(S(=O)(=O)N2CCCCC2)c1 | 1 | 99 | -10 | 6 | 10 | 8 | 20 | -14 | 101
S=C(NCCCN1CCOCC1)Nc1ccc(Cl)cc1Cl | 5 | 106 | 6 | 0 | 3 | 4 | 23 | -6 | 108
Cc1ccc(NC(=O)CN(C)S(=O)(=O)c2cccs2)c(Br)c1 | 3 | 102 | -2 | 1 | 4 | -5 | 12 | 3 | 96
CS(=O)(=O)N1CCCC(C(=O)NCc2ccco2)C1 (stereo not given) | 5 | 108 | -1 | 7 | -2 | 4 | 17 | -1 | 109
COc1cc(CCCN2C(=S)NC[C@@H]2c2ccccc2)cc(OC)c1OC | 3 | 80*[inhibitor] | -5 | 0 | -8 | -2 | -16 | 0 | 97
COc1ccc(CCN2C(=O)NC(NS(=O)(=O)c3ccc(NC(C)=O)cc3)(C(F)(F)F)C2=O)cc1OC (stereo not given) | 4 | 99 | -1 | 2 | -7 | 1 | 0 | -4 | 98
O=C1N=C(N2CCCC2C(=O)O)S/C1=C\c1ccco1 (stereo not given) | 7 | 94 | 19 | -6 | 26 | nt | 17 | 1 | 92
COc1ccc(CC(=O)N/N=C/c2sccc2C)cc1 | 2 | 103 | 0 | 3 | 12 | 3 | 11 | 0 | 105
COc1ccc(-c2cc(-c3ccc(F)cc3)nc(N3CCN(C)CC3)n2)cc1 | 0 | 122 | 4 | 39 | nt | -4 | nt | nt | 201*
COc1ccc(N2CCN(c3ncnc4scc(-c5ccccc5)c34)CC2)cc1 | -2 | 100 | 1 | -3 | -3 | 4 | 23 | 0 | 97
CC(C)(C)NC(=O)NC(=O)CSc1ncc(C(F)(F)F)cc1Cl | 0 | 102 | -13 | 0 | -16 | 9 | 6 | -8 | 100
COc1ccc(-c2noc(CSc3nc4sc(C)c(C)c4c(=O)n3-c3ccccc3)n2)cc1OC | -5 | 96 | -8 | -5 | -9 | 2 | nt | -16 | 93
CC(NS(=O)(=O)c1ccccc1)c1n[nH]c(=S)n1-c1ccccc1 (stereo not given) | -5 | 106 | 19 | 4 | 28 | -5 | -16 | 0 | 102
CCC1CCCCN1C(=O)Cn1nc([N+](=O)[O-])c(Cl)c1C (stereo not given) | -6 | 100 | 3 | 3 | 1 | 3 | -2 | 10 | 99
Cc1ccccc1NC(=O)Nc1ccc2c(c1)CCC2 | -5 | 102 | 1 | -2 | 5 | -4 | -10 | -15 | 100
CCc1ccc(NC(=O)CNC(=O)[C@@H]2Cc3ccccc3CN2C(=O)OC(C)(C)C)cc1 | 0 | 101 | -1 | -1 | -3 | 7 | 1 | 25 | 95
COC(=O)c1cc2sccc2n1CC(=O)Nc1cccc(SC)c1 | 1 | 100 | 2 | 0 | 5 | -2 | nt | -9 | 99
C=C(C)C(=O)N1CC2(CC(c3cccc(NC(=O)/C=C\C)c3)=NO2)C[C@H]1C(N)=O (stereo not given in full) | -1 | 97 | nt | 1 | -19 | -5 | -7 | 1 | 97

One compound at a time (already shown). Values in the order: IDE cell inh | MEKK3 PB1 HTS | PfM18AAP inh | MEKK2mut PB1 HTS | UBC9 SUMO inh | IDE cell activ | NALP1 yeast inh | pCIP destab | MEKK2wt PB1 HTS
Record of `CC(C)(C)N(Cc1ccccc1)C(=O)c1ccc2c(c1)OCCO2` = 1 | nt | -13 | nt | 0 | 6 | 6 | -2 | nt
Record of `CC(C)(C)NC(=O)NC(=O)CSc1ncc(C(F)(F)F)cc1Cl` = 0 | 102 | -13 | 0 | -16 | 9 | 6 | -8 | 100
Record of `CCC1CCCCN1C(=O)Cn1nc([N+](=O)[O-])c(Cl)c1C` (stereo not given) = -6 | 100 | 3 | 3 | 1 | 3 | -2 | 10 | 99
Record of `S=C(NCCCN1CCOCC1)Nc1ccc(Cl)cc1Cl` = 5 | 106 | 6 | 0 | 3 | 4 | 23 | -6 | 108
Record of `CCCNC(=O)NC(=O)COC(=O)c1oc2ccc(OCC)cc2c1C` = 2 | 104 | 1 | 4 | 15 | -1 | 4 | -6 | 106

From PubChem
